High-throughput results from PubChem BioAssay.
SRC3 TRFRET art = TR-FRET detection interference compounds, artefact control for PPARgamma SRC-3 recruitment agonists, biochemical, TR-FRET ratio | TR-FRET artefact counter-screen, PPARgamma/SRC-3 format; hits give high values | TR-FRET ratio at 8 µM | 0.39% of 99,000 active; in the data active = TR-FRET ratio above about 2000; note: inactives centre near 1600
SRC1 TRFRET art = TR-FRET detection interference compounds, primary screen, artefact control for PPARgamma SRC-1 recruitment agonists, biochemical, TR-FRET emission ratio; TR-FRET ratio at 8 µM; TR-FRET detection artefact counter-screen; hits give high values; 0.34% of 99,000 active; in the data active = TR-FRET ratio above about 2300; note: inactives centre near 1800
* hit, by the source's call. The list is partial; rates above refer to the full screens.

SMILES | SRC3 TRFRET art | SRC1 TRFRET art
Cc1cc(C(=O)OCC(=O)c2ccc(Cl)c([N+](=O)[O-])c2)c2cccc(C)c2n1 | 1572 | 1911
Fc1ccccc1Cn1nnc2c(NCCc3ccccn3)ncnc21 | 1492 | 1580
CC(C)=CC(=O)Nc1nc2ccc([N+](=O)[O-])cc2s1 | 1490 | 1484
O=C(O)Cn1cc(/C=C/[N+](=O)[O-])c2ccccc21 | 1606 | 1831
CCOC(=O)c1ccc2[nH]c3ccccc3c2c1 | 1630 | 1762
CCOc1ccc2c(c1)-c1c(ssc1=S)C(C)(C)N2C(=O)c1ccco1 | 1627 | 1872
O=C(N/N=C/c1ccc2cccnc2c1)c1ccco1 | 1649 | 1945
COc1ccc(CNc2nc3c(c(C(F)(F)F)n2)CCCCC3)cc1 | 1569 | 1730
COc1cc(OC)cc(C(=O)N[C@H](C(=O)OCC(N)=O)C(C)C)c1 | 1618 | 1667
CNc1nc(-c2ccccc2)cc(C)c1S(C)(=O)=O | 1628 | 1744
O=C(Nc1nnc(SCc2ccccn2)s1)C1CC(=O)N(c2ccccc2)C1 (centres undefined) | 1597 | 2018
N=C1C(c2ccccc2)=C(O)CN1CCCO | 1500 | 1896
CCn1c(SCC(=O)NCc2cccs2)nc2c1c(=O)n(C)c(=O)n2C | 1631 | 1830
O=C(C1CCCO1)N(c1ccc(F)cc1)C1C=CS(=O)(=O)C1 (centres undefined) | 1581 | 1636
CCN(CC)CCN1C(=O)Cn2c(C)c(C)c3cccc1c32 | 1682 | 1724
CC(Sc1n[nH]c(N)n1)C(=O)Nc1ccc(Cl)cn1 (centres undefined) | 1684 | 2098
Cc1cccc(OCc2nc(-c3ccc(Br)o3)no2)c1 | 1562 | 1827
CC(C)CN(C(=O)CSc1nncn1-c1ccccc1)c1c(N)n(CC(C)C)c(=O)[nH]c1=O | 1604 | 1941
Cc1cccc(C)c1NS(=O)(=O)c1ccc2c(c1)C(=O)c1ccccc1C2=O | 1665 | 1835
CCOC(=O)c1ccc2nc(C)c(CC)c(Cl)c2c1 | 1452 | 1728
Cn1c(C(O)c2ccccc2)nc(Cl)c1Cl (centres undefined) | 1546 | 1692
CCOC(=O)N1CCN(C(=O)CCNS(=O)(=O)c2ccc3c(c2)c(=O)n(C)c(=O)n3C)CC1 | 1684 | 2049
COC(=O)C(C)Sc1nc2c([nH]c3ccccc32)c(=O)n1C (centres undefined) | 1554 | 1967
CCOCCCN1CN(Cc2ccco2)CNC1=S | 1692 | 1924
COc1ccc(S(=O)(=O)Nc2ccc(-n3cccc3)cc2)cc1 | 1589 | 1632
(cont.)
SMILES | SRC3 TRFRET art | SRC1 TRFRET art
Cc1cc(C)nc(SCc2ccc(C(=O)N/N=C3\CC(C)CC(C)(C)C3)cc2)n1 (centres undefined) | 1433 | 1785
O=C(CO/N=C/c1ccccc1Cl)N1CCCc2ccccc21 | 1603 | 1577
COc1c(Cl)cc(Cl)cc1C(=O)Nc1ccc(CN2CCCCC2)cc1 | 1503 | 1756
CCOC(=O)Cc1csc(N/N=C/c2ccccc2)n1 | 1717 | 1955
O=C(NC1CCCc2ccccc21)C1CCN(c2nnc(-n3cccc3)s2)CC1 (centres undefined) | 1801 | 1712
O=C(O)CCC(C(=O)O)n1c(O)c(C2=c3ccccc3=NC2=O)sc1=S (centres undefined) | 1776 | 1850
CCc1nnc(NC(=O)CSc2nc(-c3ccccc3)nc3ccccc23)s1 | 1639 | 1775
NC(=O)NC(=O)CSc1nc(C2CCCCC2)n(-c2ccccc2)n1 | 1451 | 1921
COc1cccc(NC(=O)N2CCCC2C(=O)Nc2ccc3c(c2)OCO3)c1 (centres undefined) | 1321 | 1805
Cc1cccc(NC(=S)NC(C)(C)CC(C)(C)C)c1 | 1598 | 1697
Nc1c([N+](=O)[O-])c(=O)oc2ccccc12 | 1573 | 1863
CC1(C)C(C=C(Cl)Cl)C1C(=O)N(Cc1cccc(Cl)c1)C1CCS(=O)(=O)C1 (centres undefined) | 1363 | 1596
CC(C)(C)n1ncc2c(=O)n(Cc3ccc(Cl)c(Cl)c3)cnc21 | 1827 | 2146
COc1cc(/C=C2\SC(=O)N(c3ccc(Cl)cc3)C2=O)cc([N+](=O)[O-])c1O | 1499 | 1903
CCOC(=O)/C(=N/Nc1ccccc1)N1CCCc2ccccc21 | 1633 | 1648
CCCCc1ccc(NC(=O)CC(C)(C)C)cc1 | 1616 | 1756
Cc1c(NS(=O)(=O)c2cc(Br)cc3c2N(C(=O)C2CC2)CC3)c(=O)n(-c2ccccc2)n1C | 1632 | 1702
CCn1c2ccccc2c2cc(NC(=O)c3cc(OC)cc(OC)c3)ccc21 | 1634 | 1946
Cn1c(-c2csc(-c3cccc(C(F)(F)F)c3)n2)n[nH]c1=S | 1605 | 1900
COc1ccc(C2SCC(=O)N2CCc2ccc(OC)c(OC)c2)cc1 (centres undefined) | 1607 | 2060
C/C(=N\NC(=O)c1c(C)nc2ccccn12)c1cccc([N+](=O)[O-])c1 | 1644 | 1979
CCC(=O)NCc1cc(-c2nn(C)c(=O)c3ccccc23)ccc1OC | 1549 | 1714
N#Cc1ccc(-c2ccc(OCC(=O)NCCCN3CCCC3=O)cc2)cc1 | 1708 | 1991
Nc1nc(Cl)cc(-c2ccccc2)n1 | 1377 | 1929
Cc1cc(C)n(-c2ccc(C(=O)Nc3cccnc3Cl)cc2)n1 | 1561 | 1771

Five entries from above, sorted by length of the SMILES, rising.
SMILES | SRC3 TRFRET art | SRC1 TRFRET art
CCCCc1ccc(NC(=O)CC(C)(C)C)cc1 | 1616 | 1756
CCOC(=O)Cc1csc(N/N=C/c2ccccc2)n1 | 1717 | 1955
O=C(CO/N=C/c1ccccc1Cl)N1CCCc2ccccc21 | 1603 | 1577
COc1ccc(C2SCC(=O)N2CCc2ccc(OC)c(OC)c2)cc1 (centres undefined) | 1607 | 2060
Cc1cc(C)nc(SCc2ccc(C(=O)N/N=C3\CC(C)CC(C)(C)C3)cc2)n1 (centres undefined) | 1433 | 1785

(list continues)
SMILES | SRC3 TRFRET art | SRC1 TRFRET art
O=C1N/C(=N\N=C\c2cccs2)SC1Cc1ccc(Cl)c(Cl)c1 (centres undefined) | 1605 | 2098
S=C(NCc1ccco1)Nc1ccc(Oc2ccccc2)cc1 | 1500 | 1756
COC(=O)c1ccc(NC(=O)Cn2nc(SC)n(N)c2=S)cc1 | 1523 | 1823
CCOC(=O)C(Cc1ccccc1)C(=O)Nc1ccc(NC(=O)C(Cc2ccccc2)C(=O)OCC)cc1 (centres undefined) | 1836 | 1941
Nc1nnc(SCC(=O)OCc2ccccc2)s1 | 1500 | 1749
CCOC(=O)c1sc(=S)n(C)c1NC(=O)c1ccccc1Cl | 1577 | 1735
COC(=O)c1sc(C(=O)OC)c(C(=O)OC)c1C(=O)OC | 1611 | 1811
COCCOc1cc(-n2cccc2)c(Cl)cc1Cl | 1399 | 1837
COCCN(C(=O)CSc1nnc(-c2ccccc2F)n1C)c1c(N)n(Cc2ccccc2)c(=O)[nH]c1=O | 1493 | 1696
CS(=O)(=O)N1CCN(C(=O)c2ccc(Cl)s2)CC1 | 1632 | 1791
O=C(COC(=O)Cn1cnc2ccccc2c1=O)Nc1ccccc1Sc1ccc(Cl)cc1 | 1594 | 1777
Cc1cc(=O)[nH]c(SCc2cn3ccccc3n2)n1 | 1638 | 1936
Cc1ccc(Sc2nc3ccc(C)cn3c(=O)c2/C=N/O)cc1 | 1404 | 1854
CCc1n[nH]c(=S)n1/N=C/c1ccccc1OCc1ccc(Cl)cc1 | 1663 | 1912
CC(C)c1ccccc1OCC(=O)NC1CCCc2ccccc21 (centres undefined) | 1544 | 1642
Cc1c2cnn(CC(=O)Nc3c(F)c(F)cc(F)c3F)c(=O)c2c(C)n1Cc1ccc(F)cc1 | 1589 | 1962
Cc1cc(=O)[nH]c(SCc2csc(-c3ccccc3)n2)n1 | 1632 | 2126
Cc1ccnc(N/C=C(/NC(=O)c2ccccc2)C(=O)NN)n1 | 1470 | 1672
C=CCn1cnc2c(c1=O)c1nc3ccccc3nc1n2/N=C/c1cc(OC)c(OC)c(OC)c1 | 1797 | 1874
COc1ccccc1NC(=O)CCSc1nc(C)cc(C)n1 | 1574 | 1754
COc1ccc(CCNC(=O)CC2SC(=NCc3ccccc3OC)NC2=O)cc1 (centres undefined) | 1385 | 1723
COc1ccc(N2CCN(C(=O)c3ccc(SC)cc3OC)CC2)cc1 | 1483 | 1824
C=CCNC(=O)C1CCC(C(=O)NCC=C)CC1 (centres undefined) | 1371 | 1954
O=C(NC(=S)Nc1cc(S(=O)(=O)N2CCOCC2)ccc1N1CCOCC1)C1CCCC1 | 1479 | 1719
COc1cccc(C(C(=O)NC2CCCCC2)N(CCN2CCOCC2)C(=O)C2COc3ccccc3O2)c1 (centres undefined) | 1550 | 1687
(more compounds)
SMILES | SRC3 TRFRET art | SRC1 TRFRET art
CSc1nc(C)c(Cc2ccccc2)c(=O)[nH]1 | 1612 | 1948
CC(C)Cc1nc2oc3c(N4CCN(CCO)CC4)ncnc3c2c2c1CCCC2 | 1733 | 1678
CN(C)c1ccc2c3c(ccc(N(C)C)c13)COC2 | 1629 | 1859
Cc1noc(C)c1C(=O)N1CCC(CO)(Cc2ccccc2)CC1 | 1546 | 1791
CCOc1ccc(NC(=O)Nc2cnccn2)cc1 | 1613 | 1925
O=C(CSc1nc2ccccc2s1)NC1CCCc2ccccc21 (centres undefined) | 1659 | 1834
COc1ccc(/C=C2\SC(=O)N(CCC(=O)Nc3ccc(S(=O)(=O)Nc4nccs4)cc3)C2=O)cc1 | 1381 | 1563
O=C(Nc1ccncc1)c1ccccc1-c1ccccc1 | 1689 | 1942
Cc1ccc(CSc2ccc3nnc(-c4cccnc4)n3n2)cc1 | 1639 | 1947
O=C1c2ccccc2C(O)N1Cc1ccco1 (centres undefined) | 1506 | 2023
CSc1cccc(NC(=O)CCCOc2ccc(Cl)cc2C)c1 | 1569 | 1928
Cc1cccc(NC(=O)C2CCN(S(=O)(=O)c3c(C)nn(C)c3C)CC2)n1 | 1786 | 1574
COc1ccccc1C(=O)NC(CCSC)C(=O)OC(C)C(N)=O (centres undefined) | 1501 | 1701
Cc1cc(C)c(C)c(S(=O)(=O)N2CCN(CC(=O)c3c(N)n(Cc4ccccc4)c(=O)n(C)c3=O)CC2)c1C | 1668 | 1866
O=C(COC(=O)CCSc1ccccc1Cl)Nc1ccc(F)cc1F | 1577 | 1865
CC(C)C[C@H](NC(=O)c1[nH]cnc1C(=O)N[C@H](C)c1ccccc1)C(=O)OCc1ccccc1 | 1572 | 1724
COCCNC(=O)c1ccc2c(=O)n(CCCN3CCCC3=O)c(=S)[nH]c2c1 | 1567 | 1521
O=c1c2ccccc2nnn1CCN1CCOCC1 | 1538 | 1820
Nc1[nH]ncc1-c1ccccc1 | 1404 | 1787
O=C1CSC(c2ccccc2[N+](=O)[O-])N1CCc1ccccc1 (centres undefined) | 1467 | 1604
Cc1csc(NC(=O)c2cc(=O)[nH]c3ccc(S(=O)(=O)N4CCOCC4)cc23)n1 | 1564 | 2000
C=C(C)CNC(=S)NNC(=O)c1ccc(Br)cc1 | 1635 | 1957
O=C(COc1ccc2c(c1)CCC2)N1CCN(c2cccc(C(F)(F)F)c2)CC1 | 1744 | 1846
Cc1ccc(N2C(=O)[C@@H]3[C@H](C2=O)C2CCCN2[C@@H]3C(=O)c2ccccc2)cc1 (some centres undefined) | 1295 | 1658
CC1(C)Cc2c(sc3nc4n(c(=O)c23)CCC4)CO1 | 1455 | 1802

Quoted at random: four entries already listed.
SMILES | SRC3 TRFRET art | SRC1 TRFRET art
CCOC(=O)/C(=N/Nc1ccccc1)N1CCCc2ccccc21 | 1633 | 1648
COCCN(C(=O)CSc1nnc(-c2ccccc2F)n1C)c1c(N)n(Cc2ccccc2)c(=O)[nH]c1=O | 1493 | 1696
Cc1cc(C)n(-c2ccc(C(=O)Nc3cccnc3Cl)cc2)n1 | 1561 | 1771
O=C(CO/N=C/c1ccccc1Cl)N1CCCc2ccccc21 | 1603 | 1577

(next part)
SMILES | SRC3 TRFRET art | SRC1 TRFRET art
C=CCOc1ccc(CNCCO)cc1OCC | 1469 | 1873
CCOC(=O)C1(C)/C(=N/Nc2ccc(S(N)(=O)=O)cc2)C(=O)C(=O)N1c1ccccc1 (centres undefined) | 1378 | 1744
O=C1CC(c2ccsc2)c2cc3c(cc2N1)OCCO3 (centres undefined) | 1456 | 1929
CCO/N=C(/C)c1c(O)cc(C(C)(C)C)n(-c2ccccc2)c1=O | 1605 | 1752
CCOc1ccc(N2C(=O)CC(Sc3nnnn3-c3ccccc3)C2=O)cc1 (centres undefined) | 1396 | 1536
O=C(Nc1cccc(NC(=O)C2CCCO2)c1)c1ccco1 (centres undefined) | 1584 | 1550
Cc1ccc(/C=C/C(=O)OCc2nc(N)nc(Nc3ccccc3C)n2)o1 | 1496 | 1732
COc1ccc(C(=O)CN2CCN(S(=O)(=O)c3cccc([N+](=O)[O-])c3)CC2)cc1 | 1370 | 1665
CC(NC(=O)c1sc2cc([N+](=O)[O-])ccc2c1Cl)C(C)(C)C (centres undefined) | 1571 | 1654
CCOC(=O)c1sc(=NC(=O)c2cccc(C)c2)n(C)c1C | 1612 | 1959
CCN(CC)S(=O)(=O)c1ccc(N=NC2=C(O)CC(C)(C)CC2=O)cc1 | 1494 | 1686
CCCCNC(=O)c1ccc(CNS(=O)(=O)c2ccc(Br)cc2)cc1 | 1815 | 1585
Cc1ccccc1N=C1NN=C(c2ccccc2F)CS1 | 1619 | 1707
COc1ccc(OCC(=O)N/N=C/c2ccc(OC)c(OC)c2C(=O)O)cc1 | 1519 | 1686

Some values from above:
Under SRC3 TRFRET art, CCOc1ccc(N2C(=O)CC(Sc3nnnn3-c3ccccc3)C2=O)cc1 (centres undefined) has the entry 1396
Under SRC1 TRFRET art, O=C(Nc1cccc(NC(=O)C2CCCO2)c1)c1ccco1 (centres undefined) has the entry 1550
